# Compound activity (PubChem)
# CDK5 inh: inhibitors of human CDK5/p35 kinase, primary screen, biochemical, single concentration; inhibition, % at 10 µM; 330,000 compounds, 0.01% hits; Recombinant CDK5/p35, ADP-Glo luminescence, 60 min;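 active means highest replicate inhibition of at least 50% and at least 75% of replicates reaching 50%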;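 further: plate controls were DMSO neutral control for no effect and GW8510 at 10 µM for full effect; many of its hits are not listed in these tables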
# Target sequence (Q00535 whole entry, looked up): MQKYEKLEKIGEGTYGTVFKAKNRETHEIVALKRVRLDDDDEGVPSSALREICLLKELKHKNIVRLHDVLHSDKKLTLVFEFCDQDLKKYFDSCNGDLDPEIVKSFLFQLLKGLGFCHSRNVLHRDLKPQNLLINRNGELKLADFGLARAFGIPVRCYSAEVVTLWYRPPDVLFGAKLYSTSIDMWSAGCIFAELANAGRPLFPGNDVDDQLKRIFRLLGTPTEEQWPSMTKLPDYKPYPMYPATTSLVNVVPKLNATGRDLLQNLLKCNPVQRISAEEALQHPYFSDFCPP
# Target sequence (Q15078 whole entry, looked up): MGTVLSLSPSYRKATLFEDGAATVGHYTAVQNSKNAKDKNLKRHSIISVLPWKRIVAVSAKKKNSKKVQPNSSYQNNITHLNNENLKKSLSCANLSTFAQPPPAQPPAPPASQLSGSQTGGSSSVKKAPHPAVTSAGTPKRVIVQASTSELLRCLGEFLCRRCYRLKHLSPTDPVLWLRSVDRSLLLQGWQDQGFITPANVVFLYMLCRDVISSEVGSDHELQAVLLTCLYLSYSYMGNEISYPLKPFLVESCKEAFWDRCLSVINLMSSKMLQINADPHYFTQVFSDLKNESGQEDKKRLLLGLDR
# NSD2 inh: NSD2 histone methyltransferase inhibitors, primary screen, biochemical, AlphaScreen, single concentration, set 2; Histone-lysine N-methyltransferase NSD2 (Homo sapiens), O96028; NSD2 peptide methylation, 120 min; inhibition, % at 12.5 µM; AID 743445, 2014; 310,000 compounds, 0.54% hits; in the data active means inhibition above about 50%
# PKA-R2B activ: activators of PKA-R2B holoenzyme, primary screen, biochemical, fluorescence polarization, Cy5-IP20, human | cAMP-dependent protein kinase catalytic subunit beta (Homo sapiens) + cAMP-dependent … | PKA-R2B holoenzyme dissociation; R2B truncated from residue 108, S112A mutant; 0% DMSO only, 100% 113 µM cGMP | activation, % at 11.4 µM | 340,000 compounds, 0.079% hits | AID 504700, 2011;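 active means activation above a cutoff set at the mean over all compounds plus 3 SD, cut at about 18% in these data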;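 further: higher means more holoenzyme dissociation and a rise in polarization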
# MITF act: activators of MITF-driven TRPM1 promoter reporter, primary screen, cell-based, SK-MEL-5, luciferase, single point. 300,000 compounds, 0.75% hits. AID 588334, 2011. activation, % at 12.5 µM. SK-MEL-5 TRPM1-promoter luciferase, 24 h; % of positive control, neutral wells = 0;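 active means mean activation of at least 80% with every replicate also reaching 80%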;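 further: 0% = neutral control wells and 100% = parthenolide positive control wells; values of inactives mirror those of a sister screen read the other way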
# dFosB activator: activators of delta FosB homodimer, primary screen, biochemical, fluorescence polarization, TAMRA-CDK5 oligo, single point | AID 493131, 2011 | purified delta FosB; percent of positive-control signal above neutral wells | activation, % at 25 µM | Protein FosB (Mus musculus), P13346 | 340,000 compounds, 0.99% hits;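 active means mean activation above about 17%, with every replicate also reaching it, limit read from the data, passing the limit was not always enough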;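 further: fluorescence polarization rise as delta FosB binds a TAMRA Cdk5 AP-1 oligo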
# Arr AP2 block: inhibitors of beta-arrestin/AP2 binding, primary screen, biochemical, GPCR trafficking, flow cytometry | 340,000 compounds, 0.31% hits | beta-arrestin 1 C-terminal peptide binding to AP2 beta2-adaptin appendage (human) | AID 504490, 2011 | FITC-arrestin peptide / GST-AP2 beads; AP2 beta2 appendage carries R879A mutation | inhibition, % at 10 µM;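 active means inhibition above a set limit, near 3 SD of compounds lacking own fluorescence, cut at about 54% in these data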;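 further: plate controls were DMSO wells for no effect and 5 µM unlabelled arrestin peptide for full effect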
#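 test system = AP2 appendage R879A on GSH beads | buffer or medium = PBS plus Tween 20 (0.05%) and BSA (0.1%) | incubation = 12 min plus 1 h, RT | detection = bead flow cytometry, FITC channel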
# PKA-R1A activ: activators of PKA-R1A holoenzyme, primary screen, biochemical, fluorescence polarization, Cy5-IP20, bovine R1A, mouse PKAc. activation, % at 11.4 µM. cAMP-dependent protein kinase type I-alpha regulatory subunit (Bos taurus) + …. AID 504707, 2011. 340,000 compounds, 0.083% hits. PKA-R1A dissociation; scaled: DMSO 0%, 113 µM cGMP 100%;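 active means percent activation above the mean of all tested compounds plus 3 SD, cut at about 19% in these data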;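 further: higher means more PKAc released from R1A so a rise in polarization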
# Mot1-301 SUMO: yeast Mot1-301 growth rescue at high temperature, primary screen, SUMOylation pathway inhibitor project, S. cerevisiae, ATP luminescence, 38.5C | S. cerevisiae Mot1-301 growth rescue; percent above DMSO median, 100 means doubled | growth rescue, % at 18.8 µM | 320,000 compounds, 1% hits | AID 2716, 2010;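 active means every valid replicate shows activation above 250% relative to neutral control wells; inactive means the rest, any valid replicate at or below 250%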;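 further: OY570 slx delta 5 strain wells were the positive control but not used for scaling; some compounds called inactive have numbers as strong as hits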
# SR-BI uptake up: activators of SR-BI mediated DiI-HDL uptake, primary screen, ldlA[mSR-BI] CHO cells, DiI fluorescence | 3 h; 100 = double the neutral-control signal | activation, % at 12.5 µM | 320,000 compounds, 0.096% hits | AID 504775, 2011;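 active means mean replicate activation of at least 60% and every replicate at or above 60%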;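 further: 0% = median plate neutral-control signal and 100% = twice that signal; values of inactives mirror those of a sister screen read the other way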
#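 System: LDL receptor-deficient CHO ldlA cells overexpressing murine SR-BI | Timing: 3 h uptake period with compound, 37 °C | Medium: HEPES-buffered (25 mM, pH 7.4) F12 plus 0.5% BSA | Dosing: Single-point compound dose | Signal: Bottom-read fluorescence, 550/595 nm | Read-out: Retained DiI signal reflecting DiI-HDL uptake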
# SR-BI DiI inh: inhibitors of SR-BI mediated HDL lipid uptake, primary screen, ldlA[mSR-BI] cells, fluorescence, single point | Scavenger receptor class B member 1 (Mus musculus), Q61009 | ldlA[mSR-BI] CHO cells, DiI-HDL uptake fluorescence, 3 h | inhibition, % at 12.5 µM | 320,000 compounds, 0.96% hits;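 active means mean replicate inhibition of at least 70% and a set share of replicates each scoring 70 or more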;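 further: 0% = median of neutral control wells and 100% = median of positive control wells; values of inactives mirror those of a sister screen read the other way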
# Target sequence (Q61009 whole entry, looked up): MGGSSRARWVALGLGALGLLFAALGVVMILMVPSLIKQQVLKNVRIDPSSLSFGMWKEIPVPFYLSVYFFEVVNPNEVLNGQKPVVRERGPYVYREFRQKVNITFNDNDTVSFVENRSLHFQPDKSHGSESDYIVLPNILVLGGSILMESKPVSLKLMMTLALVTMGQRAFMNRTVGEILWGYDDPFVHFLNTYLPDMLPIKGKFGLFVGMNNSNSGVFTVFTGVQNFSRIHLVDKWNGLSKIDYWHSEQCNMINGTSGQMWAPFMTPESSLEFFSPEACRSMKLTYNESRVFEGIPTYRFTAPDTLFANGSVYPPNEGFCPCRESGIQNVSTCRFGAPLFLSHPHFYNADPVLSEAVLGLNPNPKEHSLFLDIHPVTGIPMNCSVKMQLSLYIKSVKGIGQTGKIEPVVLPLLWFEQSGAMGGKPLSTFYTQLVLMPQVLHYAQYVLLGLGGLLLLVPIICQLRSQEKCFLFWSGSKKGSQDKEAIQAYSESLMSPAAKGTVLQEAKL
# DSG3 Ab inh: inhibitors of pemphigus antibody binding to DSG3, primary screen, biochemical, bead-based, flow cytometry, scFv-GFP. DSG3-coupled beads, scFv-anti-DSG3-GFP binding; stronger effect = lower value. binding (percent of control), % at 10 µM. 310,000 compounds, 0.48% hits;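 active means binding more than 3 SD below its plate's average and above zero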; further: some compounds called inactive have numbers as strong as hits
# An asterisk follows results filed as active; · = no result given.
SMILES,CDK5 inh,NSD2 inh,PKA-R2B activ,MITF act,dFosB activator,Arr AP2 block,PKA-R1A activ,Mot1-301 SUMO,SR-BI uptake up,SR-BI DiI inh,DSG3 Ab inh
Cc1nn(-c2ccccc2)c2sc(C(=O)N(CC(=O)NC(C)(C)C)Cc3ccco3)cc12,-3.3,-2,-4,1,-14,5,-15,-11,-38,38,·
O=C(Nc1cccc(O)c1)C1CC(c2c(F)cccc2Cl)=NO1 (configuration not stated),1.5,-4,-8,·,-13,28,6,-16,15,-15,119
COc1cccc(Oc2cn[nH]c2-c2ccc(OC)cc2O)c1,0.2,1,-2,-14,0,26,3,·,-8,8,100
CCc1ccccc1NCC(=O)Nc1ccccc1C(=O)OC,-1.0,-1,-3,2,-9,0,-1,-4,17,-17,97
O=C(O)CSc1nnnn1-c1ccc2c(c1)OCCO2,-2.6,-2,-5,·,-1,3,-13,-9,3,-3,·
Cc1cc(C)c(C)c(S(=O)(=O)N2CCNCC2)c1C,0.1,-5,11,0,-5,-2,-6,5,11,-11,98
Cc1cc(C)cc(N(CC(=O)N/N=C/c2ccncc2)S(=O)(=O)c2ccccc2)c1,-0.2,0,-4,0,-9,14,-13,-8,13,-13,103
N#CCC(=O)Nc1ccc(C(F)(F)F)cc1N1CCOCC1,2.0,·,2,-6,0,3,-10,-17,-3,3,109
Cc1ccc(-n2nc3c(c2NC(=O)c2ccc4c(c2)OCO4)CS(=O)C3)c(C)c1 (configuration not stated),0.2,4,-2,3,0,5,-6,-3,4,-4,102
COc1ccc(CN(C)C(C)C(=O)Nc2ccc(S(=O)(=O)N3CCCCC3)cc2)cc1F (configuration not stated),-1.8,0,-8,-3,-6,37,-13,3,-13,13,103
O=C(Nc1ccc(N2CCN(C(=O)c3cccs3)CC2)cc1)c1ccc([N+](=O)[O-])o1,-2.8,12,-9,-96,-5,14,-12,15,-29,29,·
COc1ccc(/C=C(/NC(=O)c2ccco2)C(=O)Nc2ccc(C(C)=O)cc2)cc1,0.4,15,-1,4,-3,16,-1,-11,·,·,·
COc1ccc(-n2cccc2/C=C/[N+](=O)[O-])cc1,-0.1,7,-9,-41,-8,20,-9,4,-19,19,105
O=C(O)[C@@H]1CCCN1c1ncnc2sc3c(c12)CCC3,-0.8,0,0,-1,7,-1,0,568,22,-22,111
CCN1C(=O)[C@H]2[C@@H](c3ccc(C)cc3)N3C(=O)N(c4ccc(C(F)(F)F)cc4)C(=O)[C@@]3(Cc3ccccc3)[C@H]2C1=O,-1.0,·,-6,33,2,-9,-13,-8,33,-33,102
COc1ccccc1CN(C)c1ccc(S(=O)(=O)N2CCN(C)CC2)cn1,-0.6,·,3,1,-4,-8,-8,-20,8,-8,101
CCN1CCN(C(=O)Cn2cnc3sc(C)c(S(=O)(=O)N4CCN(c5ncccn5)CC4)c3c2=O)CC1,1.3,19,-11,-9,-4,6,-6,14,31,-31,99
CC1(C)CC(NC(=O)c2ccc(Cl)cc2Cl)CC(C)(C)N1,0.8,-1,-3,·,-2,9,-1,-5,31,-31,118
CCOC(=O)CN1C(=O)C(Sc2n[nH]c(-c3cccc(C)c3)n2)CCc2ccccc21 (configuration not stated),-2.2,0,2,-18,-14,3,-1,-12,-15,15,102
COc1cc(C2c3cc(O)c(OC)cc3CC(C(=O)O)C2CO)ccc1O (configuration not stated),-0.2,2,-7,-14,-1,-10,8,·,1,-1,91
CCCn1c(=O)c(Cc2ccccc2)c(O)c2ccccc21,-0.8,0,-1,14,-1,-10,-17,17,31,-31,·
O=C1C2CCCN2C(=S)N1c1ccc(Cl)cc1 (configuration not stated),2.9,-1,-6,0,-1,9,-2,15,20,-20,97
COCCNC(=S)N1CCN(S(=O)(=O)c2ccc(Cl)s2)CC1,-1.8,-3,4,1,-2,17,1,4,12,-12,94
CCCn1c(=N)n(CC(=O)c2ccc(Cl)c(Cl)c2)c2ccccc21,-0.7,-4,-6,-18,10,-8,-3,9,-16,16,125
O=C(N1CCN(Cc2ccccc2)CC1)C(Cl)(Cl)Cl,-1.8,2,-3,-13,0,-5,-1,6,-9,9,100
FC(F)(F)c1ccc(N=Cc2sc(N3CCOCC3)nc2-c2ccccc2)cc1,-7.0,·,-9,-4,3,-2,-6,7,-35,35,88
CC1(NC(=O)Nc2cccc3ccccc23)CCS(=O)(=O)C1 (configuration not stated),-1.1,-2,-4,0,-6,2,-3,-18,-6,6,101
Cc1c(/C(O)=C2\C(=O)C(=O)N(CCN(C)C)C2c2cccnc2)cnn1-c1ccccc1 (configuration not stated),-0.7,-2,3,22,-6,3,-10,-6,-16,16,110
CC1CN(C2CCN(S(=O)(=O)c3ccc(F)cc3)CC2)CC(C)O1 (configuration not stated),-1.3,2,-7,-1,-3,12,2,336,6,-6,103
CCC(C)(C)n1nnnc1C(c1ccccn1)N1CCN(c2cccc(OC)c2)CC1 (configuration not stated),-0.1,-2,-2,1,5,-7,0,·,-13,13,103
COC(=O)C(CC(C)C)NC(=O)/C=C/c1ccc(Cl)cc1 (configuration not stated),0.1,-4,3,-11,-13,16,8,225,-10,10,101
COc1cc2[nH]c(=O)n(CCC(=O)NC3CCN(Cc4ccccc4)CC3)c(=O)c2cc1OC,-3.0,·,4,-8,-7,2,5,·,-3,3,107
O=C(O)c1c[nH]c2ccc(F)cc2c1=O,1.3,0,0,6,-1,33,-12,8,14,-14,84
COc1ccc(CCNC(=O)C2CCCN2C(=O)Nc2ccc(Cl)cc2)cc1OC (configuration not stated),0.8,46,0,-12,-6,9,11,-9,-8,8,93
CN(C)c1ccc(-c2cccc(C3CC=CC4C3C(=O)N(Cc3ccccc3)C4c3ccc(C(F)(F)F)cc3)c2)cc1 (configuration not stated),-0.2,·,-19,10,1,4,2,-5,11,-11,99
CCOC(=O)CSc1cc(=O)n(C)c2cc(Cl)ccc12,0.9,-2,5,-8,-8,-6,5,-18,-6,6,98
Cc1ccc(S(=O)(=O)N(Cc2cc3ccccc3[nH]c2=O)c2cccc(C)c2)cc1,-2.9,-2,6,-28,-4,-4,6,-7,·,·,98
CN1CCN(c2ccc(S(=O)(=O)N3CCOCC3)cc2NC(=O)COc2ccc(C#N)cc2)CC1,-9.3,-1,-8,31,-6,-4,3,·,-2,2,104
C=C(C)COc1ccc(-c2nc(N)ncc2Oc2ccccc2OCC)c(O)c1,-0.2,0,-20,4,-15,4,-15,-6,-33,33,·
O=C(CCCOc1ccc(Cl)cc1Cl)Nc1nnc(C2CC2)s1,0.7,4,0,-1,-4,-10,-7,-4,19,-19,100

# 4 structures from above, sorted by length of the SMILES, high to low.
SMILES,CDK5 inh,NSD2 inh,PKA-R2B activ,MITF act,dFosB activator,Arr AP2 block,PKA-R1A activ,Mot1-301 SUMO,SR-BI uptake up,SR-BI DiI inh,DSG3 Ab inh
Cc1nn(-c2ccccc2)c2sc(C(=O)N(CC(=O)NC(C)(C)C)Cc3ccco3)cc12,-3.3,-2,-4,1,-14,5,-15,-11,-38,38,·
O=C(CCCOc1ccc(Cl)cc1Cl)Nc1nnc(C2CC2)s1,0.7,4,0,-1,-4,-10,-7,-4,19,-19,100
CCc1ccccc1NCC(=O)Nc1ccccc1C(=O)OC,-1.0,-1,-3,2,-9,0,-1,-4,17,-17,97
O=C(O)c1c[nH]c2ccc(F)cc2c1=O,1.3,0,0,6,-1,33,-12,8,14,-14,84

# Additional structures.
SMILES,CDK5 inh,NSD2 inh,PKA-R2B activ,MITF act,dFosB activator,Arr AP2 block,PKA-R1A activ,Mot1-301 SUMO,SR-BI uptake up,SR-BI DiI inh,DSG3 Ab inh
C=CCNC(=O)c1ccc(N(CC=C)S(C)(=O)=O)cc1,-1.1,0,6,-1,0,-11,6,-4,-21,21,90
O=C(CCSc1ccc(Cl)cc1)N1CCN(c2ncccn2)CC1,-0.5,1,14,37,-4,33,2,3,6,-6,98
c1csc(-c2nc(N3CCOCC3)c3ccccc3n2)c1,-4.0,-12,-7,0,-10,-8,-6,8,-29,29,104
CC1=NN(Cc2ccccc2)C(=O)C1,-0.3,10,-22,-3,-1,2,-9,-11,35,-35,99
O=S(=O)(c1cc(Cl)ccc1Cl)N1CCN(Cc2ccc3c(c2)OCO3)CC1,-1.5,·,-1,-11,-7,-1,-4,155,15,-15,103
Cc1ccc(NC(=O)c2ccc(NCCCN3CCOCC3)c([N+](=O)[O-])c2)cc1Cl,-1.2,2,-4,7,12,1,-2,9,-55,55,102
CS(=O)(=O)N1CCCC(C(=O)NC2CCCCCCC2)C1 (configuration not stated),0.2,-3,-2,-10,1,6,0,7,·,·,100
CCCNc1c(NC(=O)c2ccc3c(c2)OCO3)c(=O)oc2ccccc12,0.1,-3,5,15,1,3,-5,-3,-22,22,94
Cc1ccc(/C=N/Nc2nc(N3CCOCC3)nc(N3CCOCC3)n2)o1,-3.1,1,-12,15,-8,31,-4,169,17,-17,98
COc1ccc(NC(=O)CSc2nc(=O)n(CCN3CCOCC3)c3c2CCC3)c(OC)c1,0.1,-1,10,-5,-3,-17,2,-20,-4,4,101
COc1ccc(S(=O)(=O)NC2CCCCCC2)cc1C(N)=O,0.5,1,0,7,-9,23,-6,8,5,-5,100
COCC(C)n1c(C)cc(C(=O)Cn2c(=O)oc3ccccc32)c1C (configuration not stated),0.1,6,-10,21,-5,7,-5,-1,-28,28,·
CC1(C)Cc2c(sc(NC(=O)c3ccc4ncsc4c3)c2C(N)=O)C(C)(C)N1,0.7,-4,-6,-77,-29,3,0,-20,9,-9,88
O=C(CSc1nnc(CNC(=O)c2c(F)cccc2F)o1)Nc1ccc2c(c1)OCCO2,-0.3,-2,-2,3,-5,18,-9,-5,-13,13,108
O=C(c1ccc2ncsc2c1)N1CCN(c2cccc(C(F)(F)F)c2)CC1,-0.7,1,-8,1,-12,-10,-4,·,0,0,100
